FLuc counter: qHTS profiling assay for firefly luciferase inhibitor/activator using purifed enzyme and Km concentrations of substrates (counterscreen for miR-21 project). purified FLuc, Km substrates, luminescence inhibition. Potency, µM (titrated, usually from 57.5 µM), for inactives: top-dose activity change, negative = inhibition, most hits filed as inhibitors. 360,000 compounds, 6.9% hits;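 note: plate controls were vehicle for no effect and reference inhibitor for full effect; nearly all actives have a fitted effect of over 55% in size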
Target sequence (P08659 whole entry, looked up): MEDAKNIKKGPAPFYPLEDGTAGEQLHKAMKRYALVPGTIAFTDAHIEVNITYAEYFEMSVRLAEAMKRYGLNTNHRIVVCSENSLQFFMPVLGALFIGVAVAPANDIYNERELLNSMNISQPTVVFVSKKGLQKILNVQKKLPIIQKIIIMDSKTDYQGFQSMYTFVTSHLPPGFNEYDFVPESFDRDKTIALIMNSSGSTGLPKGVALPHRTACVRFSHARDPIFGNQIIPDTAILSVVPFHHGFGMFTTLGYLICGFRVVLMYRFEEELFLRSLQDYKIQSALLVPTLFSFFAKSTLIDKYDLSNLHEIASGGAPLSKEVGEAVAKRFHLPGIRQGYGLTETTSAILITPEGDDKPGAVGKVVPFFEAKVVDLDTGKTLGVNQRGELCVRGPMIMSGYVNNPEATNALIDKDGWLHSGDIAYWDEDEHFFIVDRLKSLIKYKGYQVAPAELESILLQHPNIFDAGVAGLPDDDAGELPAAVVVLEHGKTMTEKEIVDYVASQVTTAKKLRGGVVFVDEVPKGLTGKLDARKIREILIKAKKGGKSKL
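Purified P. pyralis luciferase (10nM final) with 10uM D-luciferin and 10uM ATP (Km levels) in 50mM Tris acetate pH 7.5, 10mM Mg acetate, 0.01% Tween-20, 0.05% BSA; qHTS 6-point titration, ~60 µM downward; luminescence read.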
uPA surface inh: qHTS for Inhibitors of Cell Surface uPA Generation; Potency, µM (titrated, usually from 38.3 µM), for the others: at the top dose activity change, negative = inhibition, actives largely listed as inhibitors; 330,000 compounds, 0.31% hits; cell surface uPA generation assay, qHTS; AID 540303, 2011; active = well fitted inhibition curve with a large enough effect; inconclusive = small, poorly fitted or top-dose-only effect; inactive = no such curve, though single readings can be large or run the other way; tested in mouse RAW 264.7 cells; note: % is set by controls: 0 for no effect and ±100 for the full control effect; nearly all actives have a fitted effect of over 55% in size
Rab9 prom act: qHTS Assay for Rab9 Promoter Activators. Huh7 Rab9 promoter-luciferase reporter, luminescence, 24 h. Potency, µM (top dose mostly 9.22 µM), for inactives: at the top dose activation, negative = inhibition, actives largely listed as activators. 320,000 compounds, 2.8% hits. AID 485297, 2010; note: % of control where 0% means no effect; nearly all actives have a fitted effect of over 60% in size
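Stable Rab9-luc Huh7, 1500 cells/well, 2 h settle; cmpd in DMSO, 24 h, 37 °C/5% CO2; luciferase reagent 10 min RT; luminescence.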
RORgamma inh: qHTS for inhibitors of ROR gamma transcriptional activity. Nuclear receptor ROR-gamma (Mus musculus), P51450. Drosophila S2 Gal4-RORgamma UAS-luciferase reporter, 20 h. Potency, µM (series often up to 53.6 µM), for the others: top-dose activity change, negative = inhibition, actives largely listed as inhibitors. 310,000 compounds, 5.4% hits. AID 2551, 2010; note: % is set by controls: 0 for no effect and ±100 for the full control effect; nearly all actives have a fitted effect of over 60% in size
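ROR gamma transcriptional activity was tracked as Gal4-UAS luciferase output in stably transfected Drosophila Schneider cells, with compound added 1 hr before 700 uM copper sulfate induction and a 20 hr ambient-temperature incubation.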
BRCA1 expr up: qHTS Assay to Identify Small Molecule Activators of BRCA1 Expression; MCF7-BRCA1-FFLuc reporter, luminescence, 48 h; response scale: scaled: vehicle 0%, 10 µM genistein 100%; Potency, µM (doses to about 46.1 µM), for the others: at the top dose activation, hits mostly activators; 380,000 compounds, 1.1% hits; note: nearly all actives have a fitted effect of over 80% in size; some results filed as inactive show a strong effect at the top dose
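Using MCF7 cells harboring a BRCA1 firefly luciferase reporter, plated 2 h before compound pinning, the screen measured luminescence after 48 h incubation. Responses were normalized to DMSO and 10 microM genistein, then fitted for concentration-effect.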
p53 reactivation: qHTS assay for re-activators of p53 using a Luc reporter | H1299 p53-A138V BP100-luciferase reporter, luminescence, 24 h | Potency, µM (series often up to 92.2 µM), for the others: top-dose activity change, positive = activation, most hits filed as activators | 320,000 compounds, 0.063% hits; note: % of control where 0% means no effect; nearly all actives have a fitted effect of over 45% in size
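p53-null H1299 cells stably carrying temperature-sensitive p53-A138V and a BP100-luciferase reporter were pinned with compounds (4-point, 1:5 series) and held 24 hrs at 37 deg C. Luminescence was read 10 min after detection reagent.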
NPC1 promoter act: qHTS Assay for NPC1 Promoter Activators; Potency, µM (doses to about 9.22 µM), without a hit: top-dose activation, actives largely listed as activators; 320,000 compounds, 2.4% hits; Huh7 NPC1 promoter luciferase reporter, 24 h; AID 485313, 2010;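 note: % of control where 0% means no effect; nearly all actives have a fitted effect of over 60% in size; reporter is driven by a mutant NPC1 promoter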
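Compounds in DMSO were transferred onto Huh7 NPC1-luciferase reporter cells pre-incubated 2 h; after 24 h at 37 °C, Amplite reagent was dispensed and luminescence recorded 10 min later.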
ELG1 genotox: qHTS screen for small molecules that induce genotoxicity in human embryonic kidney (HEK293T) cells expressing luciferase-tagged ELG1; HEK293T ELG1-luciferase reporter, luminescence, 16 h; Potency, µM (top dose mostly 46 µM), without a hit: top-dose activity change, positive = activation, hits mostly activators; 330,000 compounds, 1.3% hits; AID 504466, 2011; note: % of control where 0% means no effect; nearly all actives have a fitted effect of over 60% in size
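Reporter readout depends on ELG1 protein level, which increases with genetic stress. After 16 hr compound exposure at 37 °C, luciferase activity was quantified using ONE-Glo.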
MBNL1-CUG inh: qHTS Assay for Inhibitors of MBNL1-poly(CUG) RNA binding. TR-FRET MBNL1-His/biotin-(CUG)12 binding, 665/545 ratio. Potency, µM (top dose mostly 57.5 µM), for the others: at the highest dose activity change, negative = inhibition, most hits filed as inhibitors. 280,000 compounds, 0.036% hits. AID 2675, 2010; active = well fitted inhibition curve with a large enough effect in the signal ratio, with a control signal flat, not every such curve was filed as active; inconclusive = small, poorly fitted or top-dose-only effect, or effect the other way, or a change in a side signal; inactive = no such curve, though single readings can be large or run the other way; the % refers to the signal ratio; note: % is set by controls: 0 for no effect and ±100 for the full control effect
Target sequence (Q9NR56 whole entry, looked up): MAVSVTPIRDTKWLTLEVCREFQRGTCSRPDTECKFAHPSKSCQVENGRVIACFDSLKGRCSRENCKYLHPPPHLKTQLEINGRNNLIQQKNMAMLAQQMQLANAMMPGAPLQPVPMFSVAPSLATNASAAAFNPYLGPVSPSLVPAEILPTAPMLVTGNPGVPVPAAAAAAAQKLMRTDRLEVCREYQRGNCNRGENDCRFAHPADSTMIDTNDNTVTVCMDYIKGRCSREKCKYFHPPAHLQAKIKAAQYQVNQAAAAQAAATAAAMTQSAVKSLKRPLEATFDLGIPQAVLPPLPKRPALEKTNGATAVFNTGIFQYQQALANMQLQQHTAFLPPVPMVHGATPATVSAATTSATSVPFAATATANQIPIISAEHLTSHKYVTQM
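TR-FRET between His-tagged MBNL1 and biotin-(CUG)12 RNA, detected with Tb anti-His antibody (0.055 ng/ul) and streptavidin-XL665 (5 nM), 60 min at room temperature. Compounds titrated 92 nM to 58 uM; 665/545 nm ratio normalized to buffer and complex controls.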
Gal4-VP16 FLuc: VP16 counterscreen qHTS for inhibitors of ROR gamma transcriptional activity; Potency, µM (series often up to 53.6 µM), for the others: at the top dose activity, negative = inhibition, usual class: inhibitors; 310,000 compounds, 3.5% hits; Drosophila S2 Gal4-VP16 UAS-luciferase, luminescence, 20 h; AID 2546, 2010;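 note: Gal4-VP16 expression switched on by copper sulfate through the metallothionein promoter; % is set by controls: 0 for no effect and ±100 for the full control effect; nearly all actives have a fitted effect of over 50% in size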
An asterisk follows results filed as active; ? = inconclusive; / = not tested or not shown; & = joins results of further samples; [ ] = remark or other dose. Unless noted, calls come from the whole dose curve; as a rule, active = well fitted curve in the direction sought with a large enough effect; inconclusive = small, poorly fitted or top-dose-only effect, or another doubt; inactive = no such curve, though single readings can be large; an effect the other way counts as inactive or inconclusive. Potency is the fitted concentration of half-maximal effect.

SMILES	FLuc counter	uPA surface inh	Rab9 prom act	RORgamma inh	BRCA1 expr up	p53 reactivation	NPC1 promoter act	ELG1 genotox	MBNL1-CUG inh	Gal4-VP16 FLuc
O=C(NCCc1ccccc1)C1CCCN(S(=O)(=O)c2cccc3nsnc23)C1 (stereo not given)	1%	0%	-4%	25%	1%	-20%	-4%	-5%	?	-4%
O=S(=O)(/N=C(\Nc1ccc(F)cc1)C(F)(F)F)c1ccccc1	-5%	-1%	0%	13%	-45%	3%	0%	0%	-3%	-10%
Cn1cccc1-c1cc(C(=O)N/N=C/c2cccc(O)c2)[nH]n1	?	-1%	-2%	-8%	-3%	?	-2%	22%	5%	-9%
N#Cc1c(NCCN)nc(-c2ccccc2)c2c1CCCC2	3%	-4%	-3%	1%	-83%	14%	1%	14%	7%	-2%
Cc1cccc(CSc2nncc(=O)[nH]2)c1	-1%	4%	0%	10%	22%	-12%	11%	5%	-26%	5%[0.365 µM]
Nc1nnc(SCc2ccccc2F)n1-c1ccccc1	3%	-5%	0%	-1%	-2%	-1%	1%	-2%	2%	2%
COC(=O)c1ccc(C#Cc2ccccc2)o1	17µM*	0%	17%	1%	72%	4%	19%	14%	18%	5%
CCOC(=O)c1c(N)sc(C(=O)N2CCCCCC2)c1C	-2%	-5%	10%	19%	-18%	0%	-2%	2%	7%	1%
CSc1cccc(CN(C)C(=O)C2CCC(=O)N(CCCN3CCCC3=O)C2)c1 (stereo not given)	-1%	4%	-1%	-18%	30%	-1%	1%	3%	0%	8%
CCC(C)Sc1cccc(-c2nc3cnccn3c2NC2CCCCC2)c1 (stereo not given)	/	-30%	/	/	-65%	-12%	/	-7%	/	/
Clc1ccccc1CN(Cc1ccccc1)c1ncnc2nc[nH]c12	1%	3%	-2%	?	-48%	-2%	-1%	0%	-6%	-22%
COc1ccccc1-c1noc2ncnc(Nc3ccc4c(c3)OCO4)c12	1%	5%	-3%	-15%	-3%	9%	-1%	-1%	-11%	6%
CC(Cc1cccs1)NC(=O)NC1CCCCC1 (stereo not given)	?	-9%	?	26%	?	?	?	?	1%	6%
CSc1nnc(CCNS(=O)(=O)c2ccccc2Br)n1C	2%	6%	0%	-9%	-5%	15%	-2%	9%	-3%	-5%
Cc1cccc(OCCN2CCOCC2)c1C	-1%	-2%	3%	/	8%	/	-2%	2%	-10%	/
COC(=O)c1c(NC(=O)CC2Nc3cc(C)c(C)cc3NC2=O)sc(C)c1C (stereo not given)	0%	3%	-1%	64%	13%	5%	0%	6%	-5%	-8%
C=CCN(c1nc(C)cc(OC)n1)S(=O)(=O)c1ccc(C)cc1	-1%	-7%	0%	7%	-10%	-13%	0%	-5%	2%	2%
CCCc1nnc(NC(=O)CN2C(=O)c3ccccc3S2(=O)=O)s1	2%	-5%	-6%	3%	-11%	-6%	-2%	2%	-6%	-10%
S=c1[nH]nc(C(c2ccccc2)C2CCCCC2)o1 (stereo not given)	3%	1%	2%	?	-4%	-3%	-6%	-5%	-5%	-4%
CCCCc1ccc(-n2c(Cc3cccs3)n[nH]c2=S)cc1	-9%	2%	-4%	1.4µM*	-47%	0%	-1%	-5%	-5%	?
C(#Cc1ccc2c(c1)COc1c3ccccc3nn1-2)c1ccccc1	12µM*	-10%	?	/	?	?	?	?	/	/
Cc1cccc(-n2c(SCC(=O)Nc3cccc(S(=O)(=O)NC4=NCCCCC4)c3)nc3ccccc3c2=O)c1C	-1%	?	-2%	41%	-24%	-8%	-4%	0%	4%	-1%
COC(=O)c1ccc(CNC(=O)COC(=O)COc2ccc(OC)cc2)cc1	0%	-2%	0%	-2%	-16%	3%	-2%	3%	2%	-8%
O=C(NCCc1ccccc1)C1CCCN1C(=O)Nc1ccc(Cl)cc1 (stereo not given)	1%	4%	6%	16%	3%	-2%	-2%	1%	-2%	-14%
CCNC(=O)CN(c1ccc(OC)c(OC)c1)S(=O)(=O)c1ccccc1	-1%	0%	-1%	-11%	-1%	0%	-3%	2%	1%	9%
SMILES	FLuc counter	uPA surface inh	Rab9 prom act	RORgamma inh	BRCA1 expr up	p53 reactivation	NPC1 promoter act	ELG1 genotox	MBNL1-CUG inh	Gal4-VP16 FLuc
CN(C)Cc1c(C(=O)N/N=C/c2cccs2)nnn1-c1nonc1N	-1%	11%	0%	-6%	-18%	-2%	-5%	-9%	18%	2%
COc1ccc(-c2nc(CCl)cs2)cc1	9.5µM*	?	?	5%	?	14%	18%	?	4%	14%
Cc1ccc(NC(=O)C2(N(C(=O)Cn3nnnc3N)c3ccc(C)cc3)CCCCC2)cc1	3%	0%	0%	35%	0%	1%	0%	-4%	8%	-1%
CC1=Nc2ncnn2C(c2ccccc2)/C1=N\O (stereo not given)	1%	-6%	-2%	4%	6%	28%	-2%	-3%	?	1%
O=C(C1CCN(C2CCN(Cc3ccc4c(c3)CCO4)CC2)CC1)N1CCOCC1	-2%	-2%	-1%	-3%	-18%	-1%	-2%	-1%	-7%	-5%
Cc1ccc(NC(=O)Cc2c(Cl)cccc2Cl)cc1S(=O)(=O)N(C)C	-1%	6%	-2%	41%	-46%	-17%	0%	0%	/	-1%
C[N+](C)(C)CCN(Cc1ccc(Cl)cc1)c1ccccn1	-1%	1%	-6%	0%	0%	4%	-4%	-3%	4%	1%
Cc1ccc2cc(C#N)c(N3CCCN(C(=O)C4CCCO4)CC3)nc2c1C (stereo not given)	1%	2%	6%	-18%	10%	-2%	1%	-13%	35%[activator]	5%
Cc1ccc(Nc2nc(N)nc(CN3CCN(Cc4ccccc4)CC3)n2)cc1Cl	6%	-10%	-8%	-41%	-27%	-7%	1%	-5%	-6%	-4%
COc1cccc(NC(=O)CCNS(=O)(=O)c2ccc(Br)s2)c1	-1%&-2%	12%	-1%	33%	-21%	-5%	4%	-9%	-6%	7%
COc1ccccc1CNC(=O)COc1cc2c(c3oc(=O)cc(C)c13)CCC(C)(C)O2	5%	-5%	-11%	-4%	-34%	-4%	4%	-5%	-15%	-18%
C/C(=N\N=C(N)N)c1cccc([N+](=O)[O-])c1	4%	10%	-4%	2%	8%	2%	5%	2%	?	-4%
Cc1cccc(Oc2ncc(-c3ccc(Cl)cc3)cn2)c1C	-23%	10%	-6%	?	-2%	2%	8%	0%	-7%	-14%
Cc1ccc(S(=O)(=O)NCc2c(-c3ccccc3)c3cc(Cl)ccc3[nH]c2=O)cc1	11%	2%	-5%	18%	-4%	-1%	-3%	-2%	/	-7%
Nc1nc(CN2CCN(Cc3ccccc3)CC2)nc(Nc2ccc3c(c2)OCCO3)n1	-7%	1%	-4%	13%	-50%	22%	0%	3%	-5%	16%
COc1ccc(NC(=O)COc2cccc3c2CCN(C)C3=O)c(OC)c1	1%	-2%	-10%	5%	-21%	-3%	0%	5%	-3%	-8%
CC1CC(C)CN(C(=O)Cn2c(=O)oc3cc(S(=O)(=O)N4CCCC4)ccc32)C1 (stereo not given)	-1%	-1%	-2%	6%	10%	2%	1%	-2%[9.26 µM]	2%	-1%

A draw from above in order of SMILES length, high to low:
SMILES	FLuc counter	uPA surface inh	Rab9 prom act	RORgamma inh	BRCA1 expr up	p53 reactivation	NPC1 promoter act	ELG1 genotox	MBNL1-CUG inh	Gal4-VP16 FLuc
Cc1ccc(S(=O)(=O)NCc2c(-c3ccccc3)c3cc(Cl)ccc3[nH]c2=O)cc1	11%	2%	-5%	18%	-4%	-1%	-3%	-2%	/	-7%
COc1ccccc1CNC(=O)COc1cc2c(c3oc(=O)cc(C)c13)CCC(C)(C)O2	5%	-5%	-11%	-4%	-34%	-4%	4%	-5%	-15%	-18%
Nc1nc(CN2CCN(Cc3ccccc3)CC2)nc(Nc2ccc3c(c2)OCCO3)n1	-7%	1%	-4%	13%	-50%	22%	0%	3%	-5%	16%
O=C(C1CCN(C2CCN(Cc3ccc4c(c3)CCO4)CC2)CC1)N1CCOCC1	-2%	-2%	-1%	-3%	-18%	-1%	-2%	-1%	-7%	-5%
Cc1ccc2cc(C#N)c(N3CCCN(C(=O)C4CCCO4)CC3)nc2c1C (stereo not given)	1%	2%	6%	-18%	10%	-2%	1%	-13%	35%[activator]	5%
COc1cccc(NC(=O)CCNS(=O)(=O)c2ccc(Br)s2)c1	-1%&-2%	12%	-1%	33%	-21%	-5%	4%	-9%	-6%	7%
C[N+](C)(C)CCN(Cc1ccc(Cl)cc1)c1ccccn1	-1%	1%	-6%	0%	0%	4%	-4%	-3%	4%	1%
CC1=Nc2ncnn2C(c2ccccc2)/C1=N\O (stereo not given)	1%	-6%	-2%	4%	6%	28%	-2%	-3%	?	1%

Screening results deposited in PubChem BioAssay by National Center for Advancing Translational Sciences (NCATS).
